High-throughput results as filed in PubChem.
IMPase cell inh: cell-permeable inhibitors of inositol monophosphatase (IMPase); P97697; CHO-M1 cells, IP1 accumulation, HTRF TR-FRET ratio; inhibition (IP1 accumulation), % at 46.1 µM; 120,000 tested, under 10 active; AID 901; active = well fitted curve in the direction sought with a large enough effect in the signal ratio, not every such curve was filed as active; inconclusive = small, poorly fitted or top-dose-only effect, or a change in a side signal; inactive = no such curve, though single readings can be large or run the other way; the % refers to the signal ratio;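 also: cells stimulated with carbachol in lithium chloride buffer; plate controls were DMSO basal wells for no effect and reference inhibitor wells for full effect; higher means more IMPase inhibition seen as more IP1 and lower FRET ratio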
Target sequence (P97697 whole entry, looked up): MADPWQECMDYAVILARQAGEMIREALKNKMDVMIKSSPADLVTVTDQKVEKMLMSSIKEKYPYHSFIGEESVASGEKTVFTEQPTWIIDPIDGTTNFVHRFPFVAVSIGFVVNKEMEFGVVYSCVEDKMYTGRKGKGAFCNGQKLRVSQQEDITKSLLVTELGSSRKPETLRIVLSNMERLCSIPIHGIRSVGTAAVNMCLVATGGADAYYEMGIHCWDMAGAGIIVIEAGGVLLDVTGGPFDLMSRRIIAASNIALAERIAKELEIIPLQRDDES
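The IP-One HTRF competitive assay in carbachol-stimulated CHO-M1 cells quantifies cellular IP1. Compounds spanned up to 46 uM final, and activity is expressed as AC50 from concentration-response fits of the ratio and donor data.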
12-hLO inh: blocks human 12-lipoxygenase activity; P18054; purified 12-hLO, xylenol orange hydroperoxide absorbance; Potency, µM (highest dose often 57.1 µM), for inactives: at the highest dose activity change, negative = inhibition, usual class: inhibitors; 150,000 tested, 0.12% active; AID 1452; also: potency is read from the fitted curve at half-maximal effect; nearly all actives have a fitted effect of over 55% in size; many of its hits are not listed in these tables
Target sequence (P18054 whole entry, looked up): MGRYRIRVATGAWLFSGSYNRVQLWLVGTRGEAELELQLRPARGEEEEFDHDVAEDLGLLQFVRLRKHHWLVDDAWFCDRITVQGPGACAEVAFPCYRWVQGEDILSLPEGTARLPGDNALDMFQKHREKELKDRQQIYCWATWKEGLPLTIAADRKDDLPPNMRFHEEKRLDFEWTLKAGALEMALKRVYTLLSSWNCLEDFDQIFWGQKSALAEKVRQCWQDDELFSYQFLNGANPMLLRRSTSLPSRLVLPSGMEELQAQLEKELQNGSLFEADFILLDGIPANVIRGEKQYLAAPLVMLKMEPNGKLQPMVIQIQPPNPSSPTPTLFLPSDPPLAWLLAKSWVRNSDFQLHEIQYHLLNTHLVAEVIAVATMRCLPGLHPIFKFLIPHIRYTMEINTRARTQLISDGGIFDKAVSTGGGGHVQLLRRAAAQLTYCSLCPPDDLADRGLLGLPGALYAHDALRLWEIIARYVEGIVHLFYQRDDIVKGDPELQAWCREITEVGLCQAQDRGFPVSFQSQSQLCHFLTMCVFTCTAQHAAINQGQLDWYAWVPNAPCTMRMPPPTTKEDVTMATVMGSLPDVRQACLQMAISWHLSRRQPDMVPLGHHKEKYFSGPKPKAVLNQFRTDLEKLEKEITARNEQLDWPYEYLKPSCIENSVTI
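Hydroperoxide formation by human 12-lipoxygenase from 40 uM arachidonic acid was followed colorimetrically via ferric-xylenol orange complex, using the 573/405 nm absorbance ratio. Enzyme concentration was 150 nM, with 30 min reaction at room temperature.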
PNC assembly inh: perinucleolar compartment assembly inhibition; PC3M PTB-GFP, PNC prevalence imaging, 16 h; hits give low values; activity change (PNC), negative = inhibition, % at 10 µM; 140,000 tested, 3.1% active;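 active = readout at or below -70, meaning at least 70% loss of cells showing the perinucleolar compartment, a nuclear body marking cancer cells; inconclusive = readout between -30 and a set limit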;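 also: plate controls were DMSO wells for no effect and camptothecin positive control wells for full effect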
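Read-out is percentage of cells bearing a perinucleolar compartment, from automated 20x imaging of fixed, Hoechst-stained PC3M PTB-GFP cells. Cells were seeded 4 h, then exposed 16 h to compound (23 nl of library stock) in duplicate plates.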
ALOX15B inhib: blocks human 15-lipoxygenase 2 activity; O15296; purified 15hLO-2, xylenol orange hydroperoxide absorbance; Potency, µM (highest dose often 57.1 µM), without a hit: top-dose activity change, negative = inhibition, usual class: inhibitors; 110,000 tested, 0.56% active; AID 881; also: potency is read from the fitted curve at half-maximal effect; nearly all actives have a fitted effect of over 60% in size; many of its hits are not listed in these tables
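Purified human 15hLO-2 (50 nM final) preincubated with compounds 15 min at room temperature in 25 mM Hepes pH 7.5, 0.01% Triton X-100, then 45 uM arachidonic acid added for 90 min; hydroperoxide detected via ferrous/xylenol orange, 573/405 nm absorbance ratio.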
Active calls of the source: *; ? = inconclusive; . = no result given; [ ] = another dose, or the depositor's remark. Unless noted, calls follow the shape of the dose curve; as a rule, active = well fitted curve in the direction sought with a large enough effect; inconclusive = small, poorly fitted or top-dose-only effect, or another doubt; inactive = no such curve, though single readings can be large; an effect the other way counts as inactive or inconclusive. Unless noted, % is scaled to controls: 0 for no effect and ±100 for the full control effect. Only part of the results is shown, so the mix of outcomes need not match the whole.

SMILES | IMPase cell inh | 12-hLO inh | PNC assembly inh | ALOX15B inhib
Cc1scc(C(=O)N/N=C/c2ccco2)c1C | 0 | -11% | 0 | .
CCOC(=O)c1c(C)oc2c1c(C(c1ccccc1)N1CCOCC1)c(O)c1ccccc12 (stereo not given) | -1 | -23% | 42 | 4%
COc1ccc(Cn2c(N)c(C#N)c3nc4ccccc4nc32)cc1 | -6 | -2% | ? | 0%
O=C(O)c1ccc(S(=O)(=O)c2ccc3c(c2)C(=O)N(CC2CCCO2)C3=O)cc1 (stereo not given) | 2 | -3% | -100* | 3%
CCCOP(=O)(c1ccc(N(C)C)cc1)C(O)c1cc(OC)c(OC)c(OC)c1 (stereo not given) | 1 | -1% | -21 | -2%
Cc1cc([N+](=O)[O-])ccc1NC1CCCC1 | . | -5% | 32 | .
CCC(C)(C)n1nnnc1C(c1ccc(C)cc1)N1CCN(Cc2ccc3c(c2)OCO3)CC1 (stereo not given) | 12 | -3% | -10 | .
CCCCS(=O)(=O)/C=C/[C@H]1[C@H](S(=O)(=O)CCCC)[C@H]2C=C[C@@H]1C2 | ? | 3% | ? | .
Cc1cc(C(=O)CCC(=O)N2CCN(S(=O)(=O)c3cccs3)CC2)c(C)s1 | -2 | -5% | -100* | -3%
CCC(CC)C(=O)Nc1c2c(nn1-c1ccc(OC)cc1)CS(=O)C2 (stereo not given) | -5 | 13% | 30 | -6%
Cc1ccc(NC(=O)CCCSc2nc3ccccc3[nH]2)cc1 | . | 0% | ? | .
CCn1c(=O)cc(SCC(=O)NCCCN2CCN(c3ccc(F)cc3)CC2)c2ccccc21 | -16 | 0% | -20 | 62%[activator]
Cc1ccc(SC(C)C(=O)N2CCCC2)cc1 (stereo not given) | ? | -2% | ? | 6%[11.4 µM]
COC(=O)CSc1cc(C)nc(SC)n1 | -4 | -3% | 0 | -7%
Cc1cc2c(cc(C(=O)O)n2C)s1 | -4 | 7% | 25 | -11%
CCOc1cc(CNc2ccc3c(c2)OCCO3)cc(Br)c1OCC(N)=O | 13 | -6% | 22 | ?
Cc1ccc2c(c1)cc(CN(Cc1cccnc1)C(=O)NCc1ccccc1)c1nnnn12 | 7 | -2% | 1 | 5%
Cc1ccc(OC(=O)c2ccc(Br)o2)cc1 | -11 | -3% | 11 | -11%
CCC(=O)NC(=Nc1nc2ccccc2s1)NC(=O)CC | 5[1.84 µM] | -2% | 12 | 1%[11.4 µM]
COc1ccc(N/C=C\C(=O)c2ccc(Br)cc2)cc1OC | . | -26% | -6 | .
CCOc1cc(NC(=S)NCCCN2CCOCC2)c(OCC)cc1NC(=O)CC(C)C | 5 | 6% | 105 | 8%
CC(=O)c1cn(C)c(=O)n(C)c1=O | . | 0% | 16 | .
Cn1c(C(=O)OCC(=O)NCc2cccs2)cc2sccc21 | ? | -2% | -17 | 2%
Cc1ccc2nc(NC(=O)C3CCN(S(=O)(=O)c4cc([N+](=O)[O-])ccc4Cl)CC3)sc2c1 | . | -10% | 65 | .
Cc1ccc(C(=O)[C@@H]2[C@H]3C4COC(O4)C(=O)[C@@H]3[C@H]3C=Cc4ccccc4N32)cc1 (stereo not given in full) | -5 | -18% | . | ?
Going on with the list:
SMILES | IMPase cell inh | 12-hLO inh | PNC assembly inh | ALOX15B inhib
CCCC(c1nnnn1CCOC)N1CCN(C(=O)c2ccco2)CC1 (stereo not given) | 2 | -7% | 37 | -5%
Nc1nnc(SCc2ccc(F)cc2Cl)s1 | 1 | 1% | -5 | 1%
O=C1O/C(=C\C(=O)N2CCOCC2)c2ccccc21 | -5 | -10% | 6 | -4%
CCCCC1(Cc2ccc([N+](=O)[O-])cc2)C(=O)N(c2ccccc2)N(c2ccccc2)C1=O | ? | -10% | -26 | .
COc1cc(C2C(C#N)=C(N)Oc3cc(C)n(Cc4ccccn4)c(=O)c32)cc2c1OCO2 (stereo not given) | 1 | -5% | 5 | 0%
NCCCNCCCCNCCCNC(=O)CCc1ccc(O)cc1 | . | -4%[0.00818 µM] | . | 45%[activator][0.0915 µM]
CC(C)Oc1cc(O)c2c(=O)c(-c3ccc(O)cc3)coc2c1 | -7 | -29% | ? | -11%
O=c1c(-c2cccc(Cl)c2)nc2cncnc2n1Cc1ccccc1Cl | . | 0% | . | 11%
COCCNC(=O)NC(=O)COC(=O)C12CC3CC(CC(NC(C)=O)(C3)C1)C2 | 2 | -3% | -5 | 3%
Cc1c(NC(=O)C2CC=CCC2C(=O)O)c(=O)n(-c2ccccc2)n1C (stereo not given) | 10 | 2% | ? | -8%
C=C1C(N)CC2CC1C2(C)C (stereo not given) | . | 2% | . | -3%
COc1ccccc1N1CCN(C(=O)/C=C/c2cccs2)CC1 | . | 0% | -16 | .
Cc1ccc(-n2c(SCc3cn4ccsc4n3)nc3ccccc3c2=O)cc1 | 7 | 4% | -24 | 35%[activator]
Cc1ccc(C(CC(=O)N2CCOCC2)c2ccco2)cc1 (stereo not given) | -5 | 0% | 14 | -10%
COc1cc(C2NC(=O)NC(C)=C2C(=O)OCC2CCCO2)ccc1O (stereo not given) | -4 | 0% | -18 | 7%
COc1ccc2oc(-c3ccc(NC(=O)c4ccc(N5CCOCC5)c([N+](=O)[O-])c4)cc3)nc2c1 | 1 | 0% | ? | .
Cc1cc(NC(=O)COC(=O)CSc2nc3cc(Cl)ccc3n2Cc2ccccc2)no1 | -1 | -8% | -7 | 0%
O=S(=O)(N1CCCCC1)N1CCNCC1 | -9 | -1% | 18 | 1%
O=C(Nc1cccc(F)c1)C1CCN(C(=O)Cc2ccccc2)CC1 | -12 | -2% | 27 | -10%
C[C@]1(C(=O)NCC2CC2)C=C[C@@H](Cc2ccccc2)N1C(=O)c1ccccc1 | . | -2% | . | -6%
COc1ccc(N2CC(C(=O)Nc3nnc(SCC(=O)c4ccccc4)s3)CC2=O)cc1 (stereo not given) | . | 2% | 18 | .
COc1ccc(-c2nnc(SCC(=O)c3ccc(C)o3)o2)cc1 | 6 | 2% | -119* | .
CCc1ccc(C(=O)c2oc3nc(C)cc(C)c3c2N)cc1 | 0 | -5% | ? | 4%
Cc1ccc(NC(=O)CN2C(=O)NC3(CCC(C)CC3)C2=O)c(Cl)c1 (stereo not given) | -9 | -1% | -127* | -2%
COc1ccc(CCN2C(=O)NC(NS(=O)(=O)c3ccc(N)cc3)(C(F)(F)F)C2=O)cc1OC (stereo not given) | . | 0% | 36 | .
The listing continues.
SMILES | IMPase cell inh | 12-hLO inh | PNC assembly inh | ALOX15B inhib
Cc1ccc(NC(=O)c2ccc(F)c(S(=O)(=O)N3CCOCC3)c2)cc1F | 7 | -22% | -3 | 2%
CCCCOc1ccc(C(=O)N2CC(C)OC(C)C2)cc1 (stereo not given) | 10 | 0% | ? | 8%
Cc1cccc(C)c1NC(=O)CSc1nnc(-c2ccoc2C)n1C | 5 | 2% | ? | -11%
Cc1cc(F)ccc1NCc1cccnc1 | -2 | 1% | 19 | -1%
COc1cc(C=Nc2cccc([N+](=O)[O-])c2C)ccc1OC(C)=O | . | -1% | 11 | .
CC(C)(C)SCCNC(=O)/C=C/c1ccc([N+](=O)[O-])cc1 | . | -6% | ? | .
Cc1cc(C)c[n+](-c2nc3ccccc3nc2[N-]S(=O)(=O)c2ccc(Cl)cc2)c1 | 0 | -5% | -30 | .
CCOC(=O)c1ccc(NC(=O)CCS(=O)(=O)c2ccc(Br)s2)cc1 | 4 | -8% | ? | -8%
Cc1cc(C)n2ncc(C(=O)NCc3ccc(Cl)cc3)c2n1 | -2 | 5% | -4 | -3%
Cc1cc(C)c(NC(=O)CN2CCN(C)CC2)c(C)c1 | 3 | -7% | 12 | 3%
CN(CC[C@@H](Oc1ccc(-c2ccccc2)cc1)c1ccc(F)cc1)CC(=O)O | -3 | -2% | . | 11%
COc1cc(/C=N/NC(=O)c2ccccc2)ccc1OS(=O)(=O)c1ccccc1 | . | -7% | -5 | .
COc1ccc2nc(Nc3nc(CSc4nnc(C)s4)cc(=O)[nH]3)nc(C)c2c1 | . | -6% | 49 | .
COc1ccc2c(c1)CC/C(=C\C=C\c1ccccc1)C2=O | . | -4% | -17 | .
O=c1c2cc3ccccc3n2cnn1Cc1ccccc1F | -1 | -5% | 5 | .
COc1ccc(NC(=O)N2CCCC3(CCN(C(=O)c4cccc(F)c4)CC3)C2)cc1 | . | -3% | . | 2%
COC(=O)c1cccc(S(=O)(=O)N2CCN(c3nc4ccccc4s3)CC2)c1 | -6 | 1% | -24 | 2%
COc1cc(/C=N/NC(=O)c2cnccn2)cc(OC)c1OC | -7 | 0% | -29 | .
COc1ccc(C2C=C(C34CC5CC(CC(C5)C3)C4)NC(=S)N2)cc1OC (stereo not given) | 2 | -20% | -26 | .
O=C1c2cccc(OCC(=O)N3CCCc4ccccc43)c2CCN1Cc1ccccc1 | -4 | -3% | -24 | .
CC1=CC(=C(C#N)c2nc3ccccc3s2)C=C(C)N1c1ccc(F)cc1F | -5 | -1% | -26 | .
COC(=O)C(NC(=O)c1ccc(C)cc1)(Nc1cccc(C)n1)C(F)(F)F (stereo not given) | 1 | -3% | -100* | .
CCOC(=O)CSc1ncnc2c(C(=O)OCC)c3n(c12)CCC3 | . | 0% | 4 | .
COc1cccc(C2NC(c3cccc(OC)c3O)C(C)C(=O)C2C)c1O (stereo not given) | 4 | 2% | 23 | 5%
O=C(CCNc1ccc(F)c(Cl)c1)c1ccco1 | 7 | -4% | -10 | -5%

Twelve neighbouring entries already listed:
SMILES | IMPase cell inh | 12-hLO inh | PNC assembly inh | ALOX15B inhib
Cc1ccc(NC(=O)c2ccc(F)c(S(=O)(=O)N3CCOCC3)c2)cc1F | 7 | -22% | -3 | 2%
CCCCOc1ccc(C(=O)N2CC(C)OC(C)C2)cc1 (stereo not given) | 10 | 0% | ? | 8%
Cc1cccc(C)c1NC(=O)CSc1nnc(-c2ccoc2C)n1C | 5 | 2% | ? | -11%
Cc1cc(F)ccc1NCc1cccnc1 | -2 | 1% | 19 | -1%
COc1cc(C=Nc2cccc([N+](=O)[O-])c2C)ccc1OC(C)=O | . | -1% | 11 | .
CC(C)(C)SCCNC(=O)/C=C/c1ccc([N+](=O)[O-])cc1 | . | -6% | ? | .
Cc1cc(C)c[n+](-c2nc3ccccc3nc2[N-]S(=O)(=O)c2ccc(Cl)cc2)c1 | 0 | -5% | -30 | .
CCOC(=O)c1ccc(NC(=O)CCS(=O)(=O)c2ccc(Br)s2)cc1 | 4 | -8% | ? | -8%
Cc1cc(C)n2ncc(C(=O)NCc3ccc(Cl)cc3)c2n1 | -2 | 5% | -4 | -3%
Cc1cc(C)c(NC(=O)CN2CCN(C)CC2)c(C)c1 | 3 | -7% | 12 | 3%
CN(CC[C@@H](Oc1ccc(-c2ccccc2)cc1)c1ccc(F)cc1)CC(=O)O | -3 | -2% | . | 11%
COc1cc(/C=N/NC(=O)c2ccccc2)ccc1OS(=O)(=O)c1ccccc1 | . | -7% | -5 | .

Other records
SMILES | IMPase cell inh | 12-hLO inh | PNC assembly inh | ALOX15B inhib
Cc1cccnc1NC(=O)Nc1cccs1 | 2 | 5% | ? | -5%
COC(=O)c1ccc(COn2c(=O)c(C)[n+]([O-])c3ccccc32)cc1 | 6 | 0% | 39 | -11%
O=C(Nc1nnc(CCN2CCCCC2)s1)C1CCCCC1 | 0 | -2% | -24 | 12%
O=C(NCc1ccco1)c1cc(-c2cccc(Cl)c2)on1 | 3 | -6% | ? | -2%
CC(C)C(=O)Nc1nnc(CCN2CCOCC2)s1 | 1 | -2% | 15 | 0%
O=C(CSc1ncnc2c1oc1ccccc12)OCc1ccccc1 | -1 | -10% | 21 | 0%
O=C(OCc1cccc2ccccc12)C1CC(=O)N(c2ccccc2)C1 (stereo not given) | 4 | -3% | -2 | 0%
CC(C)(C)C1=C(C#N)C(c2cc3c(cc2Br)OCO3)C(C#N)=C(N)O1 (stereo not given) | 0 | -22% | -21 | -27%
